# Compound activity as filed in PubChem BioAssay.
# WRN helicase inh: blocks human WRN helicase; AID 651768; Q14191; WRN helicase unwinding, fluorescent forked duplex, kinetic; actives 0.46% (n = 360,000); Potency, µM (highest dose often 114 µM), without a hit: at the top dose activity change, negative = inhibition, hits mostly inhibitors; also: potency is read from the fitted curve at half-maximal effect; % is scaled to controls: 0 for no effect and ±100 for the full control effect; nearly all actives have a fitted effect of over 55% in size
#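 Enzyme (20 nM final) and test compound sit together 15 min at room temperature before substrate addition. Substrate is a single-forked duplex oligonucleotide (100 nM) labelled with fluorophore and quencher, with 2 mM ATP; helicase unwinding raises red fluorescence, read kinetically.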
# DRD3 agonist: D3 dopamine receptor (human) agonism | P35462 | D3R DiscoveRx beta-arrestin cells, luminescence, 90 min | max activation, % | actives 0.58% (n = 410,000) | AID 652048; in the data active = max activation above about 30%; also: 0% is about no effect; mostly tested at two doses, the higher about 12 µM
#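 Agonist-mode cell screen: cells plated at 1500/well and incubated overnight at 37 °C, then exposed to library compounds for 90 min at 37 °C. Detection reagent was added for 30–60 min at room temperature, and luminescence was read.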
# GLP1R inv ag: acts as inverse agonist at human GLP-1 receptor; P43220; HEK293 GLP-1R CRE-luciferase, luminescence, 24 h; GLP-1R form is constitutively active; actives 1.6% (n = 410,000); Potency, µM (top dose mostly 38.3 µM), without a hit: at the top dose activity change, negative = inhibition, most hits filed as inhibitors; also: potency is read from the fitted curve at half-maximal effect; % is scaled to controls: 0 for no effect and ±100 for the full control effect; nearly all actives have a fitted effect of over 55% in size
#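 Cells are plated, allowed 12 hours at 37 deg C, then treated with compounds for 24 hr before luciferase detection reagent is added and luminescence is read after 12 min at room temperature. The HEK293 line carries constitutively active GLP-1R with a cAMP-responsive reporter.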
# PLK1 PBD inh: inhibitors of human PLK1 polo-box domain binding | P53350 | Plk1 PBD binding of FITC phosphopeptide, fluorescence polarization | Potency, µM, inactives show max response, negative = inhibition, usual class: inhibitors | actives 2.8% (n = 360,000); also: potency is read from the fitted curve at half-maximal effect; series mostly up to about 57 µM; % is scaled to controls: 0 for no effect and ±100 for the full control effect; nearly all actives have a fitted effect of over 65% in size
# Target sequence (P53350 whole entry, looked up, the tested form may be a part): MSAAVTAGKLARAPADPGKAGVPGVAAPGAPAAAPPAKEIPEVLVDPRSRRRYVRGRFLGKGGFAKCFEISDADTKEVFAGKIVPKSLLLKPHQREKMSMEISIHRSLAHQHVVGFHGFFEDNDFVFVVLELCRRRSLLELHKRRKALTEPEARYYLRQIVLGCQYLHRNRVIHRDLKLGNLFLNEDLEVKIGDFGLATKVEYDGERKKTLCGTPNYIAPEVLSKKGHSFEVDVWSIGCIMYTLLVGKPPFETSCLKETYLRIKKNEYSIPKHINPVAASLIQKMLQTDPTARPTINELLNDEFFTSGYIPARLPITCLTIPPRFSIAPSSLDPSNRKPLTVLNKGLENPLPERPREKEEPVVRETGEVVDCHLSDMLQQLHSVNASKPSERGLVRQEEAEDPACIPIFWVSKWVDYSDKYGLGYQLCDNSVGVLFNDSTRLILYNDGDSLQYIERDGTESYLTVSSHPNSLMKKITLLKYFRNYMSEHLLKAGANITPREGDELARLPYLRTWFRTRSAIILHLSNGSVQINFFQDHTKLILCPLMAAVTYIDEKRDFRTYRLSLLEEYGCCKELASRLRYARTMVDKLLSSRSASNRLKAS
# IL-2 act: IL-2 activation | IL-2 activation reporter assay, cell-based qHTS; stimulated with anti-CD3/CD4/CD28 beads; in transgenic mouse T cells | activation, % (series mostly up to about 46 µM) | actives 0.065% (n = 360,000); in the data active = activation above about 50%; inconclusive = mostly about 30% to 49%; also: 0% is about no effect
#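 Readout is EGFP and DsRed signal by fluorescent plate cytometry after 18 h at 37 degrees C. Transgenic mouse T cells (750/well) received compound for 60 min before bead stimulation (anti-CD3, anti-CD4, anti-CD28); memory T cells served as non-tolerant control.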
# DRD3 antagonist: D3 dopamine receptor (human) antagonism; P35462; D3R cells, DiscoveRx beta-arrestin luminescence, antagonist mode; active compounds read low; max response, negative = inhibition, %; actives 2.5% (n = 360,000); AID 652054; in the data active = max response below about -50%; inconclusive = no clear call, values can overlap the other calls; also: % is scaled to controls: 0 for no effect and ±100 for the full control effect; mostly tested at two doses, the higher about 12 µM
#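 Cells plated overnight at 1500 cells/well, then exposed to library compounds with dopamine controls for 90 minutes at 37 degrees C. DiscoveRx reagent added for 30–60 minutes at room temperature; luminescence read, quantitative HTS format.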
# GLP1R cytotox: cytotoxicity counter-screen for GLP-1 receptor inverse agonists. HEK293 cAMP-luciferase reporter cells, luminescence, 24 h. Potency, µM (doses to about 38.3 µM), without a hit: at the highest dose activity change, negative = inhibition, usual class: inhibitors. actives 0.13% (n = 410,000);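 also: loss of luciferase light is scored as toxicity; potency is read from the fitted curve at half-maximal effect; % is scaled to controls: 0 for no effect and ±100 for the full control effect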
#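 1536-well qHTS counterscreen of the MLSMR; 200 cells/uL, 12 h pre-incubation, 23 nL cpd, 24 h at 37 deg C 5% CO2, luciferase detection reagent, 12 min RT, luminescence. Inhibition = undesired.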
# PI5P4Ka inh: blocks human PI5P4K alpha kinase activity | P48426 | PI5P4Kalpha enzyme, ADP-Glo luminescence, 60 min; active compounds read low | max response, % | actives 1.2% (n = 330,000); active = max response of -50% or lower; inconclusive = between -30% and -50%; inactive = -30% or higher; also: value at the top dose of about 77 µM; % is scaled to controls: 0 for no effect and ±100 for the full control effect
# Target sequence (P48426 whole entry, looked up): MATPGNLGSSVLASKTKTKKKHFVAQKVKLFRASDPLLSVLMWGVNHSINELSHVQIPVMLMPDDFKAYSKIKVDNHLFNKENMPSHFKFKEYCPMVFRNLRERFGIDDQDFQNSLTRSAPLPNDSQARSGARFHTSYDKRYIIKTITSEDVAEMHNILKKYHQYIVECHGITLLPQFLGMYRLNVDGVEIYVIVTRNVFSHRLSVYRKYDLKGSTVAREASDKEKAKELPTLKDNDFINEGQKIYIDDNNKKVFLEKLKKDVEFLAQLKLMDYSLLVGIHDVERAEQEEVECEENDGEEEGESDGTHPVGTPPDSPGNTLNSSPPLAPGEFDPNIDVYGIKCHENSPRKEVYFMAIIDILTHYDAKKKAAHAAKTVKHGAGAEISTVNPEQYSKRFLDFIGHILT
#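 PI5P4Kalpha ADP-Glo assay; 5 microM ATP final; 60 min RT reaction; HEPES pH 7.4/EGTA/CHAPS, 5% DMSO; controls lacking substrate or enzyme; luminescent end-point.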
# GLP1R ag: GLP-1 receptor (human) agonism. HEK293 GLP-1R CRE-luciferase, luminescence, 4-6 h; cells express a hypersensitive GLP-1R form. Potency, µM (doses to about 45.6 µM), inactives show top-dose activation, usual class: activators. actives 0.007% (n = 380,000). AID 624172; also: potency is read from the fitted curve at half-maximal effect; % of control where 0% means no effect
# An asterisk follows results filed as active; ? = inconclusive; . = not tested or not shown; [ ] = another dose, or the depositor's remark. Unless noted, calls follow the shape of the dose curve; as a rule, active = well fitted curve in the direction sought with a large enough effect; inconclusive = small, poorly fitted or top-dose-only effect, or another doubt; inactive = no such curve, though single readings can be large; an effect the other way counts as inactive or inconclusive.
SMILES,WRN helicase inh,DRD3 agonist,GLP1R inv ag,PLK1 PBD inh,IL-2 act,DRD3 antagonist,GLP1R cytotox,PI5P4Ka inh,GLP1R ag
CCn1c2ccccc2c2nnc(SCC(=O)Nc3ccc4c(c3)OCO4)nc21,4%,2,9%,-10%,-2.9,25,7%,.,-4%
CCC(C)c1ccc(OCCn2cc(/C=N/NC(=O)CSc3nnc(C)s3)c3ccccc32)cc1 (configuration not stated),-21%,3,?,4%,-4.6,0,-6%,13,1%
CCc1cccc(C)c1NC(=S)NCCc1c(C)[nH]c2ccc(C)cc12,0%,4,?,-1%,-1.3,-15,?,4,-5%
O=[N+]([O-])c1ccc(F)c(N=Cc2ccc(Br)s2)c1,-6%,2,21%,-20%,-0.6,-10,3%,2,11%
COc1ccc(C2(O)CCN(C(=O)c3ccc4c(c3)OCO4)CC2)cc1,0%,1,1%,?,-2.2,-8,9%,-2,5%
CC(C)c1nnc(NC(=O)C2c3ccccc3Oc3ccccc32)s1,-1%,0,?,?,-0.3,3,1%,-9,-8%
O=C(CN1C(=O)NC2(CCCCCC2)C1=O)Nc1cccc(F)c1,4%,19,-37%,3%,3.5,1,-1%,3,1%
O=C(N/N=C/c1cnc(N2CCCCC2)s1)c1ccc(Cl)cc1,-5%,-4,-2%,30µM*,0.5,-8,-22%,-24,14%
Cc1ccc(NC(=O)N(Cc2cc3cc(C)cc(C)c3[nH]c2=O)CC2COCCO2)cc1 (configuration not stated),6%,0,1%,-6%,1.0,6,2%,2,2%
O=C(c1ccc(F)cc1)C1CCN(C(=S)NCC2CCCO2)CC1 (configuration not stated),-3%,1,?,7%,-3.5,11,-7%,-3,-6%

# The closing two compounds of the section before lead into the next.
SMILES,WRN helicase inh,DRD3 agonist,GLP1R inv ag,PLK1 PBD inh,IL-2 act,DRD3 antagonist,GLP1R cytotox,PI5P4Ka inh,GLP1R ag
Cc1ccc(NC(=O)N(Cc2cc3cc(C)cc(C)c3[nH]c2=O)CC2COCCO2)cc1 (configuration not stated),6%,0,1%,-6%,1.0,6,2%,2,2%
O=C(c1ccc(F)cc1)C1CCN(C(=S)NCC2CCCO2)CC1 (configuration not stated),-3%,1,?,7%,-3.5,11,-7%,-3,-6%
O=C(O)Cc1sc(Nc2cccc3ccccc23)nc1-c1ccc(F)cc1,-5%[57.1 µM],1,?,-22%,0.4,-25,1%,1,8%
CN(C)CC(=O)c1c(N)n(Cc2ccccc2)c(=O)n(C)c1=O,-12%,0,-3%,-6%,0.9,6,17%,4,0%
Cc1ccccc1N(C(=O)CNC(=O)c1ccco1)C(C(=O)NC1CCCC1)c1ccncc1 (configuration not stated),7%,-2,3%,-17%,0.3,-6,-4%,-2,10%
COC(=O)CNC(=O)CN1C(=O)N(c2cccc(Cl)c2)C(N(O)C(=O)Nc2cccc(Cl)c2)C1(C)C (configuration not stated),-7%,2,-24%,-5%,-1.9,4,-1%,2,-1%
CC(=O)Nc1cccc(Nc2nc(-c3cccs3)nc3ccccc23)c1,-7%,-7,?,-6%,-0.2,59,-27%,-5,9%
Cc1ccc(S(=O)(=O)N2CCC(C(=O)N[C@H](C(=O)NC3CCS(=O)(=O)C3)C(C)C)CC2)cc1 (some centres not stated),-9%,1,0%,-2%,-0.4,-4,16%,6,-3%
O=C(NCCN1CCOCC1)NC1(C(F)(F)F)Oc2ccccc2O1,1%,10,54%[activator],-1%,-1.6,8,?,-2,9%
O=C1CCc2cc(S(=O)(=O)Nc3ccccc3F)ccc2N1,14%,1,2%,-7%,0.9,-12,-11%,-3,-4%
Cc1cnn(-c2cc(N/N=C/c3ccccc3Cl)ncn2)c1,-16%,-12,4%,-9%,-0.3,-23,-18%,0,0%
Cc1ccc(NC(=O)CN2C(=O)S/C(=C\c3ccc(C(=O)O)cc3)C2=O)cc1,1%,-5,3%,-16%,1.0,9,4%,-5,-5%
COc1ccccc1NC(=O)c1ccc[n+]([O-])c1,-2%,3,4%,4%,1.9,7,2%,0,3%
COC(=O)c1nc(N)sc1-c1ccccc1,6%,4,117%[activator],?,-2.2,9,0%,8,2%
O=C(NCc1ccco1)c1cccc(-c2ccc3nccn3c2)c1,-9%,2,25%,-15%,-0.5,8,7%,-1,12%
N/C(=N\NC(=O)Nc1ccc(Cl)cc1)c1ccccn1,-11%,7,1%,3%,-0.7,-8,-1%,4,0%
Cc1nnc(C)c2c(C)n(-c3ccc(Cl)c(N)c3)c(C)c12,15%,-8,9%,-20%,0.8,-10,-3%,-12,24%
Cc1ccc(CSCCNC(=O)CSc2ccccc2)cc1,-29%[57.1 µM],3,?,2%,0.8,11,-1%[1.53 µM],5,-3%
CS(=O)(=O)Nc1ccc(C(=O)N2CCN(c3ccccc3)CC2)cc1,6%,0,3%,-1%,3.3,10,-11%,.,-10%
COCCNC(=O)c1cccc2c(-c3cccc(C(N)=O)c3)coc12,0%,4,23%,-3%,1.1,2,-3%,-4,13%
CCOC(=O)CNC(=O)C(CO)NC(=O)OCc1ccccc1 (configuration not stated),-1%,-2,3%,?,0.7,8,-8%,-6,-8%
O=C(O)CCCCCCCCCC[n+]1ccccc1,3%,6,5%,-24%,-1.1,6,12%,0,0%
Cc1cc(C)c(S(=O)(=O)N2CCN(C(=O)C3CC3)CC2)c(C)c1,-8%,6,-24%,-18%,-1.7,-24,-9%,0,1%
Cn1c(=O)c2c(SCC(N)=O)nc(CC(C)(C)C)nc2n(C)c1=O,-1%,-3,2%,-4%,-3.2,-20,-14%,1,0%
CC(C(=O)Nc1ccccc1)N(C)CCOc1ccccc1 (configuration not stated),-5%,-21,?,4%,-1.6,?,-6%,2,12%
Clc1ccc(-c2csc(Nc3cccnc3)n2)cc1,0%,1,-5%,-6%,0.7,1,8%,1,16%
CCCCC(=O)Nc1nnc(S(=O)(=O)N(CC)c2ccc(OC)cc2)s1,5%,-4,?,1%,-2.2,-5,-1%,6,-1%
O=C(NCc1ccccc1)c1cc2ccccc2oc1=O,0%,0,8%,0%,0.5,4,-29%,8,4%
CCCCCCCCCCOC(=O)c1csc2nnsc12,4%,0,4%,-5%,-1.3,10,-1%,-1,-10%
CCS(=O)(=O)N1CCN(c2ccc([N+](=O)[O-])c(N3CCOCC3)c2)CC1,4%,-5,12%,-3%,1.6,-18,-29%,4,7%
COc1ccc(Nc2c(-c3ccc(F)cc3)nc3nc(C)cc(C)n23)cc1,-20%,0,15%,-10%,-0.9,-28,4%,-2,9%
CCn1ncc(Br)c1C(=O)Nc1cc(C)ccc1F,4%,-4,-13%,-3%,0.3,19,-20%,1,9%
Cc1ccc(S(=O)(=O)NCCc2ccccc2)cc1,-10%,0,-5%,0%,0.2,-15,-3%,3,-3%
CCc1ccccc1NC1c2ccccc2C(=O)N1c1cccnc1 (configuration not stated),3%,-6,-26%,-9%,-1.1,-5,10%,4,-2%
COc1ccc(-c2c(C(F)(F)F)nn(C)c2NC(=O)c2cccnc2)cc1,-3%,17,40%[activator],1%,-1.9,10,1%,-1,6%
O=C(Nc1ccc2c(c1)nc1n2CCN(Cc2ccccc2)C1)c1cccs1,-22%,4,10%,-9%,-0.7,-4,4%,-20,2%
O=C1C(=O)N(CCN2CCOCC2)C(c2cccc(Cl)c2)/C1=C(/O)c1ccc2c(c1)OCO2 (configuration not stated),-9%,-2,7%,-6%,0.7,2,-11%,-2,-1%
O=C1C=CC(=O)N1c1ccccn1,-3%,5,1%,-14%,0.3,-13,2%,-3,5%
CNC(=O)CSc1nnnn1-c1ccc2c(c1)OCCO2,-5%,8,2%,-4%,-1.6,2,1%,.,7%
O=C(NC(NCC1CCCO1)C(Cl)(Cl)Cl)c1cccc2ccccc12 (configuration not stated),-6%,2,0%,-3%,-0.8,8,-2%,5,3%
CN(CC(=O)Nc1ccc(Cl)c(C(F)(F)F)c1)C(=O)CCNC(=O)c1ccco1,6%,0,-22%,3%,-3.3,5,-3%,0,0%
O=[N+]([O-])c1cc(-n2cccc2)ccc1N1CCOCC1,-5%,2,11%[7.66 µM],4%,-0.5,0,15%[7.66 µM],-1,4%
CCC(C)Sc1ccc([C@H]2N[C@@](C)(C(=O)OC)[C@H]3C(=O)N(C)C(=O)[C@@H]23)cc1OC (some centres not stated),3%,5,1%,-11%,1.4,4,-13%,7,4%
O=C(CC1C(=O)NCCN1C(=O)c1ccc(Cl)cc1)Nc1ccc(F)cc1 (configuration not stated),-8%,4,-2%,-1%,-0.4,14,1%,5,-11%
O=C(Nc1ccccc1)C1CC(=O)N(Cc2ccccc2)C1 (configuration not stated),2%,3,0%,2%,-4.0,-8,-6%,-1,2%
CCCCC(=O)NC1(C(F)(F)F)NC(=O)N(C)C1=O (configuration not stated),-3%,2,27%,-3%,-1.5,14,-8%,1,-3%
COC(=O)c1ccc(COc2ccc(/C=N/O)cc2OC)o1,-8%,2,60%[activator],-5%,-1.0,-4,-3%,-1,14%
COc1ccc(NC(=O)CC2(CC(=O)O)CCCC2)cn1,-2%,1,8%,1%,1.4,1,6%,0,1%
CCOC(=O)C1=CCN(S(=O)(=O)c2ccccc2F)C1c1ccc(Cl)cc1 (configuration not stated),-10%,7,?,1%,0.5,0,0%,2,4%
COC(=O)c1ccccc1NC(=O)CN1C(=O)COc2ccccc21,.,2,-1%,.,.,.,-2%,.,0%
Cc1ccccc1S(=O)(=O)Nc1ncnc2ccccc12,-25%,-1,6%,-2%,-0.9,5,9%,-10,2%
COc1ccc(C(=O)c2ccccc2)cc1,-4%,5,-7%,-11%,0.1,7,?,1,10%
CC(=O)N1CCC(C(=O)Nc2nc(-c3ccccc3)ns2)CC1,-10%,6,-6%,-8%,-5.2,-15,-4%,.,3%

# Part of the list above with just PI5P4Ka inh and WRN helicase inh:
canonical_smiles | PI5P4Ka inh | WRN helicase inh
CC(=O)N1CCC(C(=O)Nc2nc(-c3ccccc3)ns2)CC1 | . | -10%
O=C(CC1C(=O)NCCN1C(=O)c1ccc(Cl)cc1)Nc1ccc(F)cc1 (configuration not stated) | 5 | -8%
